# Screening results deposited in PubChem BioAssay by several laboratories.
# phage Ecoli inh: E. coli growth loss with phage present; growth absorbance; inhibition, % at 11.9 µM; 0.26% of 360,000 active; in the data active means inhibition above about 11%
# Rtt109 Vps75: C. albicans Rtt109 histone acetyltransferase inhibition; inhibition, % at 34.9 µM; Q5AAJ8; purified Rtt109/Vps75, ThioGlo CoA-SH fluorescence, 4 h; AID 540336; 0.16% of 330,000 active;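 active means inhibition of at least 50% in every replicate; inconclusive means best replicate reaches 50% inhibition but some replicates fall short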
# Target sequence (Q5AAJ8 whole entry, looked up): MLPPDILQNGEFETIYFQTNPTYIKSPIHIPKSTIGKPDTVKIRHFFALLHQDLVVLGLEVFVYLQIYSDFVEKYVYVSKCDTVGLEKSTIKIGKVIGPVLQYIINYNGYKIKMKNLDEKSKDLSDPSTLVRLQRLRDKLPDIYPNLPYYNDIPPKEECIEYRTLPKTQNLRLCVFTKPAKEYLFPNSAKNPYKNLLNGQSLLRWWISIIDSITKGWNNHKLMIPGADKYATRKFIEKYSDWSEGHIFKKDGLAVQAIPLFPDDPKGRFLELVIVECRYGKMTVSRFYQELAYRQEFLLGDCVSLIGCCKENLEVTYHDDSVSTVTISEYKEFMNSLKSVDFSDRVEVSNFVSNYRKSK
# Wnt bcat act: activates Wnt/beta-catenin signaling in a reporter cell assay; activator, plate reader; activation, % at 9.35 µM; 1.2% of 300,000 active; AID 743398; in the data active means activation above about 30%, passing the limit was not always enough; inconclusive means no clear call, values can overlap the other calls;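 further: 0% = neutral control wells and 100% = positive control wells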
# PvdQ inh: blocks Pseudomonas aeruginosa PvdQ acylase activity; inhibition, % at 10 µM; purified PvdQ acylase, fluorescence plate reader; AID 488965; 0.063% of 340,000 active; in the data active means inhibition above about 30%, passing the limit was not always enough; inconclusive means no clear call, values can overlap the other calls;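 further: 0% = vehicle neutral wells and 100% = reference inhibitor wells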
# DAGLB inhibitor: diacylglycerol lipase beta (human) inhibition | AID 504411 | 0.059% of 340,000 active | inhibition, % at 5.17 µM | HEK293T DAGLB membrane lysate, EnzChek fluorogenic substrate | Q8NCG7; in the data active means inhibition above about 34%;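 further: 0% = enzyme with vehicle and 100% = wells lacking enzyme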
# Target sequence (Q8NCG7 whole entry, looked up): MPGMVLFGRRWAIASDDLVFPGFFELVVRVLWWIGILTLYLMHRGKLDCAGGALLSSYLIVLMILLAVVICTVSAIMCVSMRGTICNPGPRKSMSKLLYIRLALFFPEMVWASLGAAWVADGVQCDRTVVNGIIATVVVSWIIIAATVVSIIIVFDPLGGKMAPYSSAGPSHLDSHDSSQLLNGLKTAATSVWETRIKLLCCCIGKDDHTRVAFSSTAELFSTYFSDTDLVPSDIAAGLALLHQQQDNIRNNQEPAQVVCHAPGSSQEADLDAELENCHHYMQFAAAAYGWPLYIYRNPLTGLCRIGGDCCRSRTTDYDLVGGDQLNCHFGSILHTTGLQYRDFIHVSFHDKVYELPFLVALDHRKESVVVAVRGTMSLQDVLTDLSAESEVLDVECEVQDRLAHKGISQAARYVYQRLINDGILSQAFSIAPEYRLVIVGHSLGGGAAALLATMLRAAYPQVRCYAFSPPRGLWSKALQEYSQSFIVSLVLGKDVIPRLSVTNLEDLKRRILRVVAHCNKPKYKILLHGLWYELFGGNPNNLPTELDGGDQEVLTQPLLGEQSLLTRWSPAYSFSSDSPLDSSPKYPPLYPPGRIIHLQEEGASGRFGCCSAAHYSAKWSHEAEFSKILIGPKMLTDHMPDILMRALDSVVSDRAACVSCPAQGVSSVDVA
# Tat export inh: inhibitors of E. coli Tat protein transport; E. coli MC4100 TorA-mCherry Tat export, fluorescence; inhibition, % at 10 µM; 0.036% of 340,000 active; AID 488895;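 active means mean replicate inhibition at least 50% and at least half of replicates individually reaching 50%; inconclusive means only one of the two criteria met; inactive means neither criterion met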;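 further: exported cargo escapes ClpAP degradation while cytoplasmic cargo is degraded and loses fluorescence; 0% = median of neutral control wells and 100% = median of NaSCN control wells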
# PfHsp90 yeast 2: reduces growth (ATP signal) of yeast expressing P. falciparum Hsp90; S. cerevisiae expressing PfHsp90, BacTiter-Glo ATP, 48 h; yeast lacking PDR1 and PDR3 efflux regulators; inhibition, % at 9.4 µM; 0.32% of 310,000 active;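 active means every replicate shows inhibition above about 80%, whatever the replicate mean, limit read from the data; inconclusive means mean inhibition reaches the set limit but some replicate falls short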;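 further: 0% = DMSO neutral controls and 100% = 20 µM radicicol positive controls; yeast relying on Plasmodium falciparum Hsp90 in place of its own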
# CAL PDZ inh: blocks peptide binding to human CAL PDZ domain. inhibition, % at 20 µM. AID 504414. Q9HD26. 0.02% of 330,000 active. purified CAL PDZ, TMR-peptide fluorescence polarization, 1 h;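 active means highest replicate inhibition of at least 40%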;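 further: plate controls were DMSO neutral control wells for no effect and unlabeled competitor peptide control wells for full effect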
#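 Assay system – tagged CAL PDZ protein CerCALP, purified · Timing – 1 h at RT · Compound – single point, 20 µM · Measured by – fluorescence polarization from S- and P-plane intensities, G-factor corrected · Evaluation – inhibition from polarization loss · Probe or stimulus – TMR reporter peptide T*-PRC34 · Buffer or medium – pH 7.4 phosphate-saline buffer, reducing agent, detergent, IgG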
# AddAB inh: less growth of phage-infected E. coli with AddAB. E. coli expressing H. pylori AddAB, absorbance growth. inhibition, % at 11.9 µM. 0.29% of 330,000 active. AID 435030; in the data active means inhibition above about 12%;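 further: 0% = vehicle wells of infected cells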
# E coli growth: counter-screen for AddAB inhibitors: E. coli growth inhibition. inhibition, % at 11.9 µM. E. coli V3065 growth, OD600 absorbance, 18 h. 0.27% of 330,000 active;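 active means inhibition above the campaign's mean inhibition across all tested compounds plus 3 SD, cut at about 9.9% in these data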;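 further: uninfected addAB+ strain grown without phage in ampicillin broth; 0% = DMSO wells and 100% = ciprofloxacin 0.95 µg/ml wells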
# Starred values were filed as active, the others as inactive; ? = inconclusive; nt = no result given.
SMILES,phage Ecoli inh,Rtt109 Vps75,Wnt bcat act,PvdQ inh,DAGLB inhibitor,Tat export inh,PfHsp90 yeast 2,CAL PDZ inh,AddAB inh,E coli growth
O=C(NCC(c1ccco1)N1CCCC1)c1sc2ccccc2c1Cl (stereo unspecified),3.0,3.9,1.9,-13.4,-8.7,-3.6,15.0,-1.8,3.5,0.1
O=C(Nc1cc(Cl)ccc1Cl)C1CCCO1 (stereo unspecified),1.3,6.0,1.4,-6.4,-2.1,-2.4,-25.6,0.5,2.7,-3.2
COCON1C(=O)CN(C(C)=O)C1c1ccc(Cl)cc1Cl (stereo unspecified),3.3,-1.7,nt,-13.3,0.2,-5.6,13.2,0.4,3.2,1.4
CCOc1ccc(N2C(=O)CC(n3ccc(C)n3)C2=O)cc1 (stereo unspecified),2.6,-6.5,0.7,-8.6,-1.2,-2.3,nt,-0.2,2.5,-0.4
COC(=O)C1CN(Cc2ccccc2)C(=O)C1=O (stereo unspecified),1.6,1.0,-2.6,2.0,-6.5,-16.5,18.9,-0.9,nt,nt
O=C(CN1CCN(Cc2ccccc2)CC1)Nc1cccc(C(F)(F)F)c1,4.1,nt,nt,10.1,-3.4,-5.4,nt,-2.6,-0.2,-1.2
CCOc1ccc(-n2cnnn2)cc1S(=O)(=O)N1CCC(C)CC1C (stereo unspecified),2.2,6.3,-2.8,-14.7,1.2,-9.6,-10.9,-0.7,-0.9,0.6
CC(C)N1CCN(Cc2ccsc2)CC1CCO (stereo unspecified),2.5,-9.7,0.0,-4.4,-0.3,-3.7,10.4,-2.1,2.5,-1.4
O=C1CN(CC(=O)NC2CCCc3ccccc32)CCN1 (stereo unspecified),-0.8,-0.9,0.7,-4.9,0.9,-5.2,2.0,-0.4,-0.5,-0.8
Cn1c(CS/C(N)=N/N=C/c2ccccc2)c(Br)c(=O)n1-c1ccccc1,0.9,-6.6,nt,-18.2,-11.2,-13.1,3.7,0.2,0.0,1.6
O=C1c2cccc3c2N(CCC3)C(=O)C1(F)c1ccccc1 (stereo unspecified),2.2,nt,1.4,nt,nt,nt,nt,nt,0.9,0.9
CCn1cc([N+](=O)[O-])c(C(=O)N2CCN(C(=O)c3ccco3)CC2)n1,3.4,9.3,-0.5,10.2,0.9,-7.2,10.3,-0.1,3.0,-1.9

# The last 2 records of the part before are carried over, then new ones follow.
SMILES,phage Ecoli inh,Rtt109 Vps75,Wnt bcat act,PvdQ inh,DAGLB inhibitor,Tat export inh,PfHsp90 yeast 2,CAL PDZ inh,AddAB inh,E coli growth
O=C1c2cccc3c2N(CCC3)C(=O)C1(F)c1ccccc1 (stereo unspecified),2.2,nt,1.4,nt,nt,nt,nt,nt,0.9,0.9
CCn1cc([N+](=O)[O-])c(C(=O)N2CCN(C(=O)c3ccco3)CC2)n1,3.4,9.3,-0.5,10.2,0.9,-7.2,10.3,-0.1,3.0,-1.9
COc1ccccc1CNC(=S)Nc1ccc(F)cc1,2.4,5.3,-0.5,-14.3,-2.5,-1.1,-2.4,-2.4,0.2,1.0
CC(CN)(NS(=O)(=O)c1ccccc1)c1ccccc1 (stereo unspecified),-0.1,3.8,0.7,5.1,-3.2,6.4,-2.1,-0.8,nt,nt
CCN1C(=O)/C(=C\N(C)C)NC1=S,4.7,-2.4,-3.7,-8.7,0.5,-4.5,7.1,-0.9,3.2,0.6
COc1ccc(C(=O)Nc2ccc(NC(=O)Cc3ccccc3)cn2)cc1,1.4,?,4.9,-7.5,3.4,-38.6,-12.0,-2.4,3.4,0.9
Cc1cccc(C)c1NC(=O)CN,3.0,-3.2,44.8*,-6.4,2.4,-10.1,-8.4,0.7,1.9,-1.3
COc1ccc(CN2CCNC(=O)C2CC(=O)N(C)CCC2CCOCC2)c(OC)c1 (stereo unspecified),1.8,-4.8,-2.3,-11.4,-0.2,3.2,4.7,-0.6,0.9,0.9
O=C(c1ccc(COc2ccccc2Cl)o1)N1CCOCC1,2.4,-12.9,0.7,-16.5,1.6,-3.8,8.5,-2.8,4.7,0.4
CN(CC(=O)Nc1ccccc1Br)C(=O)Cn1[nH]c(=O)c2ccccc2c1=O,3.1,-9.5,-3.9,-1.0,1.1,-10.1,26.0,0.2,1.2,0.3
CCCCNC(=O)C(CC)(ONc1ccccc1C(F)(F)F)c1ccccc1 (stereo unspecified),4.2,-4.7,-1.7,-0.6,0.4,6.9,5.0,1.0,1.1,-1.4
O=C(Nc1ccc(Cl)cc1Cl)C1CCC(=O)N1Cc1ccccc1Cl (stereo unspecified),1.8,-4.3,nt,-0.3,-0.2,7.2,-4.3,1.3,2.2,-1.7
CCn1cc(C(=O)N2CCc3ccccc32)c(=O)c2cc(S(=O)(=O)N3CCCCCC3)ccc21,-0.7,5.6,-6.1,4.9,0.6,-8.4,22.5,-0.9,1.3,-0.2
Cc1nnc(SCC(=O)Nc2nsc(-c3ccc(C(C)(C)C)cc3)n2)s1,1.8,7.0,24.3,5.7,-4.8,12.5,nt,-2.6,2.9,4.1
COc1ccccc1C(=O)Nc1ccc2c(c1)nc1n2CCN(Cc2ccccc2)C1,2.3,-0.4,-1.5,-3.7,5.8,1.8,-13.9,-4.3,1.9,-0.6
S=C(Nc1ccccc1)N1CCN(C(=S)c2ccccc2)CC1,3.0,10.2,7.3,-6.4,nt,-9.8,-9.6,-1.2,0.9,2.3
Cc1ccc(C)c(NC(=O)C(OC(=O)c2ccc(CO)cc2)c2ccccc2)c1 (stereo unspecified),-1.0,-3.2,-0.9,-16.6,-1.9,-2.8,-10.5,0.6,nt,nt
COc1ccc(S(=O)(=O)Nc2ccc(Oc3ncccn3)c(Cl)c2)cc1,2.3,1.0,-1.0,-15.8,-5.3,4.4,2.0,-2.4,-0.5,0.1
COc1ccc(S(=O)Cc2ccc(C(=O)NC3CC3)o2)cc1 (stereo unspecified),2.8,3.9,-1.8,1.6,-0.2,5.2,-5.7,0.5,5.9,-0.5
CC(=O)N(c1ccccc1)C1CC(C)N(C(=O)c2ccccc2)c2ccccc21 (stereo unspecified),1.6,14.0,-1.2,-0.9,-3.5,-3.6,1.4,-0.4,-0.5,0.7
O=C(NCc1ccccc1)Nc1cccn(Cc2ccc(F)cc2)c1=O,4.3,-2.4,nt,-7.3,1.2,9.3,-6.3,0.4,-1.9,-1.4
O=C(CCCCO)c1ccc(O)c(Cl)c1,1.4,4.0,-1.3,-5.8,-2.9,-6.6,14.0,-1.4,2.0,-0.3
O=C(CN1C(=O)NC2(CCCCCC2)C1=O)c1ccc(OC(F)F)cc1OC(F)F,2.9,nt,-3.7,-2.8,2.0,-4.3,-14.9,-0.4,-0.8,-2.4
COc1cnc(SCc2ccc(Cl)c(Cl)c2)nc1Cl,nt,-6.4,-1.8,-14.7,-13.2,6.3,3.5,-1.8,1.1,0.7
S=C(NCC1CCCO1)N1CCN(c2ccc(Cl)c(Cl)c2)CC1 (stereo unspecified),-1.3,3.3,0.2,-5.6,-5.5,8.8,4.8,-0.8,2.2,-1.5
O=C(N[C@@H](Cc1ccccc1)C(=O)O)c1cccs1,2.1,3.8,-2.7,-1.7,-3.6,-5.6,-15.4,-3.2,2.9,-1.8
CCCCN(C(=O)C1CC(=O)N(CCc2ccc(OC)c(OC)c2)C1)c1c(N)n(CC(C)C)c(=O)[nH]c1=O (stereo unspecified),1.5,7.1,0.2,-0.7,-0.4,-13.3,nt,-2.1,nt,nt
Cn1c(SCC(=O)Nc2cccc(S(=O)(=O)NC3=NCCCCC3)c2)nnc1-c1ccncc1,3.2,12.6,-1.7,2.1,0.2,-1.2,1.3,-3.5,2.0,-1.4
C=CCNC(=O)C1CC(c2cccc(OC)c2)=NO1 (stereo unspecified),3.0,9.4,nt,-9.1,-2.2,3.6,nt,nt,0.7,-0.3
N=c1c2c3c(sc2ncn1Cc1ccco1)CCCCC3,3.5,4.4,nt,-18.2,0.0,-2.6,7.8,-3.1,3.8,0.2
COc1ccc(-c2nnn(CC(=O)NC(=O)NC3CCCCC3)n2)cc1OC,2.0,1.5,-1.8,-20.6,-2.0,-1.0,-2.0,-1.8,0.8,-0.3
COc1cc(OC)cc(C(=O)NNC(=O)CCC(=O)c2cccs2)c1,2.0,-16.3,1.3,-4.8,-0.1,3.2,-2.2,-1.8,-1.4,0.9
Cc1ccccc1Nc1c([N+](=O)[O-])ccc2c1=NC1(CCCCC1)N=2,1.9,-7.0,-3.7,-16.5,4.2,-5.3,-30.0,-0.1,0.6,-2.5
CC[C@@]1(C(=O)OC)N[C@H](CN(C)C(=O)Nc2ccc(OC)cc2)[C@@H]2C(=O)N(C)C(=O)[C@@H]21,2.2,-1.1,-1.3,6.7,-2.3,2.1,-1.0,0.4,2.4,-2.1
COc1ccc(S(=O)(=O)NCc2ccc(C(=O)NCCCN3CCCC(C)C3)cc2)cc1 (stereo unspecified),1.3,-8.6,0.1,-1.5,0.5,-4.5,-0.3,-3.0,3.2,0.5
C=CC[N+](C)(C)C/C(Cl)=C(\Cl)c1ccccc1,1.3,-0.8,nt,-4.2,-1.2,-5.5,nt,0.1,4.4,0.3
COc1cccc(/C=C2\SC(=O)N(CCC(=O)NCCCn3ccnc3)C2=O)c1,3.8,-11.3,-0.9,-1.5,0.7,-5.0,-2.2,-3.2,0.8,-0.4
CC1OC(Nc2cccc3ccccc23)C(O)C(O)C1O (stereo unspecified),-5.6,37.0,nt,4.6,-2.0,-4.1,16.4,-0.7,0.4,-2.7

# In a second layout: 3 of the compounds above.
Compound	phage Ecoli inh	Rtt109 Vps75	Wnt bcat act	PvdQ inh	DAGLB inhibitor	Tat export inh	PfHsp90 yeast 2	CAL PDZ inh	AddAB inh	E coli growth
Cn1c(SCC(=O)Nc2cccc(S(=O)(=O)NC3=NCCCCC3)c2)nnc1-c1ccncc1	3.2	12.6	-1.7	2.1	0.2	-1.2	1.3	-3.5	2.0	-1.4
COc1cccc(/C=C2\SC(=O)N(CCC(=O)NCCCn3ccnc3)C2=O)c1	3.8	-11.3	-0.9	-1.5	0.7	-5.0	-2.2	-3.2	0.8	-0.4
C=CCNC(=O)C1CC(c2cccc(OC)c2)=NO1 (stereo unspecified)	3.0	9.4	nt	-9.1	-2.2	3.6	nt	nt	0.7	-0.3

# (cont.)
SMILES,phage Ecoli inh,Rtt109 Vps75,Wnt bcat act,PvdQ inh,DAGLB inhibitor,Tat export inh,PfHsp90 yeast 2,CAL PDZ inh,AddAB inh,E coli growth
Cc1ccc(C(=O)O/N=C2\CCS(=O)(=O)c3sccc32)cc1,3.0,2.2,nt,-4.6,-1.2,-5.1,9.3,0.5,-1.0,2.2
CN(CC(=O)Nc1ccc(Cl)c(C(F)(F)F)c1)C(=O)CCC(=O)c1ccccc1,0.5,9.7,-1.3,-7.7,-2.9,15.5,4.8,-0.5,-0.9,-0.9
O=C(Nc1cc(S(=O)(=O)N2CCOCC2)ccc1N1CCOCC1)c1cccs1,-5.1,0.7,1.3,-19.7,0.4,2.9,4.0,-0.2,3.8,-0.5
CC12CCC(=O)N1C(C(=O)NNC(=O)c1ccccc1F)CS2 (stereo unspecified),2.8,4.5,3.1,-10.4,-0.1,4.7,-16.4,0.4,2.6,1.2
O=C(COC(=O)/C=C/c1ccc(Cl)cc1)NCCC1=CCCCC1,2.0,-7.7,3.7,-9.6,-4.6,-4.0,-10.7,-0.2,0.9,3.1
